# From PubChem
# ADAM10 inh: ADAM10 inhibition, QFRET primary screen | O14672 | recombinant ADAM10, EDANS/DABCYL FRET peptide cleavage, 3 h | inhibition, % at 7 µM | actives 0.62% (n = 370,000);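 active means inhibition above a per-campaign cutoff equal to the mean of compounds falling between control-based bounds plus 3 SD, cut at about 20% in these data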;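 further: 0% = DMSO wells while the 100% control is not disclosed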
# Target sequence (O14672 214-748 limits assumed): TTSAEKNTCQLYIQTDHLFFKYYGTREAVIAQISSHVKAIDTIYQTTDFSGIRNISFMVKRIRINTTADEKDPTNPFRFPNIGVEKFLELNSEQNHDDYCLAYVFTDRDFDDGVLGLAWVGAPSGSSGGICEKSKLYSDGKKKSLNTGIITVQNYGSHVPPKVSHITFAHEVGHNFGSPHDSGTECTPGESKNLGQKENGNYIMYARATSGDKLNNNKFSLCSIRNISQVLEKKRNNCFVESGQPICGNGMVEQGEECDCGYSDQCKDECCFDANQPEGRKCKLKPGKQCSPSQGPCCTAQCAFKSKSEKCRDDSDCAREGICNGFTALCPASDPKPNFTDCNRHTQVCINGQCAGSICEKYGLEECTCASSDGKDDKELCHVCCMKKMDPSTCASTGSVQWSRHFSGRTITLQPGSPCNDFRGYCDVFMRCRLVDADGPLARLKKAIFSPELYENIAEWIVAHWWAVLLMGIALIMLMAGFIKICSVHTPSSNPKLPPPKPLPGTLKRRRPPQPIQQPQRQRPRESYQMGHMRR
# DAX1 inh-1: DAX1 (NR0B1) inhibition, primary screen; HEK293T StAR-luciferase reporter, SF-1/DAX-1 repression relief; inhibition, % at 6.8 µM; actives 1.1% (n = 370,000); AID 652010;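 active means inhibition above the mean over all tested compounds plus 3 SD, cut at about 3.6% in these data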;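 further: 0% = DAX-1 cells with DMSO and 100% = cells lacking DAX-1 with DMSO; higher inhibition means more luminescence from relief of DAX-1 repression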
# DAX1 inh-2: NR0B1 (DAX1) inhibition | HEK293 Gal4-DAX1 luciferase reporter, luminescence | inhibition, % at 6.75 µM | actives 0.99% (n = 340,000) | AID 504766;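 active means inhibition above the mean over all tested compounds plus 3 SD, cut at about 4.2% in these data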;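 further: 0% = DAX1-transfected cells with DMSO and 100% = empty-vector control cells with DMSO; inhibition shows as a rise in luminescence from relieved DAX1 repression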
# Target sequence (P51843 207-470 limits assumed): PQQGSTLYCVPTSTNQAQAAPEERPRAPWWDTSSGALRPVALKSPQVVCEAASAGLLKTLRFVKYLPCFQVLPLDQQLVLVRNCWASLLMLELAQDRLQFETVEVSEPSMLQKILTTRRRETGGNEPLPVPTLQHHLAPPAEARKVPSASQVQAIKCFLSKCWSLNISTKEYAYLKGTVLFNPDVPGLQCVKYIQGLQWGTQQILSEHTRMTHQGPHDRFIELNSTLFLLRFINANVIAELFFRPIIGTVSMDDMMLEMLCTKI
# ssDAF12 agonist: activators of S. stercoralis DAF-12 nuclear receptor; HEK293 ssDAF-12/GRIP1 lit1-tk-luc reporter, luminescence; % of 3 µM dafachronic acid response; activation, % at 6.8 µM; actives 1% (n = 370,000); AID 652126;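 active means activation above the mean over all tested compounds plus 3 SD, cut at about 0.9% in these data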;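 further: 0% = DMSO-only wells and 100% = 3 µM delta7-dafachronic acid wells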
# FXN GAA850 act: frataxin GAA850 promoter activation | HEK293 lucGAA850 FXN promoter luciferase reporter, 24 h; percent of 10 µM SAHA response | activation, % at 6 µM | actives 0.56% (n = 360,000);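 active means activation above the average of all compounds screened plus 3 SD, cutoff fixed separately per campaign, cut at about 7.5% in these data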;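 further: 0% = DMSO wells and 100% = 10 µM SAHA wells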
# HGIII-sPLA2 inh: Blocks human group III sPLA2 activity. QFRET BODIPY PC-A2 liposome hydrolysis, fluorescence. AID 743126. inhibition, % at 12.2 µM. actives 0.56% (n = 370,000);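 active means inhibition above mean plus 3 SD of compounds lying within the high and low control bounds, cut at about 19% in these data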;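 further: 0% = median of test compound wells and 100% = no enzyme DMSO wells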
# PLC-gamma1 inh: blocks human PLC-gamma1 enzyme activity; P19174; inhibition, % at 12.2 µM; actives 0.84% (n = 370,000); purified PLC-gamma1, fluorogenic substrate, fluorescence; AID 720700; in the data active means inhibition above about 9.5%
# hcDAF12 agonist: activators of H. contortus DAF-12 nuclear receptor; activation, % at 6.8 µM; actives 1.4% (n = 370,000); AID 652067; HEK293 hcDAF-12 lit1-tk-luc reporter, luminescence; 0% DMSO, 100% Δ7-dafachronic acid;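 active means activation above the mean of all tested compounds plus 3 SD, cut at about 5.5% in these data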;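 further: 100% = response to 3 µM Δ7-dafachronic acid high control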
# PLCb3 inh: blocks human PLC-beta3 enzyme activity; AID 720704; actives 0.18% (n = 370,000); inhibition, % at 12.2 µM; Purified PLC-beta3, fluorogenic substrate, fluorescence; in the data active means inhibition above about 11%;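 further: 0% = median of compound wells on plate and 100% = full blocker control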
# ADAM17 inh: inhibits human ADAM17; P78536; recombinant ADAM17, EDANS/DABCYL FRET peptide cleavage; inhibition, % at 6.95 µM; actives 0.83% (n = 370,000);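 active means inhibition above the mean of compounds lying between control limits plus 3 SD, set per campaign, cut at about 8.5% in these data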;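 further: 0% = DMSO-only wells as the low control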
# hgDAF-12 ag: hgDAF-12 agonism, primary luciferase screen | HEK293 GAL4-hgDAF12 UAS-luciferase reporter, agonist luminescence; normalized to butyrate control | activation, % at 6.8 µM | actives 1.8% (n = 370,000) | AID 687014;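 active means activation above a cutoff set at the mean of all screened compounds plus 3 SD, cut at about 10% in these data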;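 further: 0% = DMSO wells and 100% = sodium butyrate wells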
# Active calls of the source: *; . = no result given.
1) Cc1ccccc1NC(=O)CSc1nc(N)c(C#N)cc1C#N
2) Cc1nn(C)cc1S(=O)(=O)N1CCN(Cc2ccc(F)cc2Cl)CC1
3) CCCCOc1ccc(CSCCN)cc1Cl
4) CC(C)CCNC(=O)C(c1ccco1)N(Cc1ccc(F)cc1)C(=O)c1snc(C(N)=O)c1N (stereo unspecified)
5) CCN(CC)S(=O)(=O)N1CCN(S(=O)(=O)N2CCOCC2)CC1
6) Cc1noc(C)c1S(=O)(=O)Nc1ccc2c(c1)C(=O)N([C@H](C)CO)C[C@H](C)[C@@H](CN(C)C(=O)CCCN(C)C)OCCCC[C@@H](C)O2
7) O=C(CCc1nnc2ccc(NCc3ccco3)nn12)N1CCN(c2ccccc2)CC1
8) COCCN1C=C2C(=O)C(C)(OC(=O)c3cccs3)C(=O)C=C2C=C1CCCC(=O)OC (stereo unspecified)
9) CCCCCc1nc2ccccc2c(=O)n1N
10) CCOC(=O)CN(C(=O)COc1nc(-c2ccccc2)cc(C)c1C#N)c1ccccc1C
assay / entry	1	2	3	4	5	6	7	8	9	10
ADAM10 inh	-37.2	0.4	-4.7	-110.3	-2.6	6.0	-10.1	-5.5	1.6	-3.7
DAX1 inh-1	-0.8	0.8	-0.5	-0.5	-0.1	-0.3	0.0	-0.5	0.4	-0.7
DAX1 inh-2	-0.2	-0.6	0.5	-0.1	0.3	1.0	0.3	0.4	-0.9	.
ssDAF12 agonist	-0.9	-1.8	-1.4	0.4	-0.7	-0.2	-1.6	-1.1	-1.1	-1.4
FXN GAA850 act	2.4	-1.2	-2.6	-1.5	0.7	-0.4	5.0	0.7	0.4	1.7
HGIII-sPLA2 inh	1.8	-0.5	18.9	-15.5	3.4	-1.8	4.0	3.7	2.0	-3.5
PLC-gamma1 inh	-6.5	0.5	2.5	-47.3	-0.8	2.8	-2.8	-14.2	0.7	-0.1
hcDAF12 agonist	-1.9	-1.4	-1.7	2.6	-0.2	-1.2	-1.4	0.2	-2.1	-1.4
PLCb3 inh	-5.7	11.8*	-3.7	-61.9	2.3	-2.1	-5.8	-16.5	-1.5	1.0
ADAM17 inh	-16.1	3.1	-2.3	-36.4	-5.6	0.2	-6.8	-6.9	-3.0	-3.5
hgDAF-12 ag	0.2	0.7	-1.6	-1.6	-3.0	4.8	2.0	-1.9	0.1	-0.2

# Part of the list above, reduced to ADAM10 inh and HGIII-sPLA2 inh.
entry	Compound	ADAM10 inh	HGIII-sPLA2 inh
1	Cc1ccccc1NC(=O)CSc1nc(N)c(C#N)cc1C#N	-37.2	1.8
2	Cc1nn(C)cc1S(=O)(=O)N1CCN(Cc2ccc(F)cc2Cl)CC1	0.4	-0.5

# Other results follow:
11) O=C1CN(C(=O)/C=C/c2ccccc2)CCN1
12) NS(=O)(=O)c1ccc(CNC(=O)c2ccc(NS(=O)(=O)c3ccc4[nH]c(=O)[nH]c4c3)cc2)cc1
13) C/C(=C\C(=O)c1ccc(C)cc1)Nc1cccc(O)c1
14) COc1ccccc1C(=O)Nc1ccc(S(=O)(=O)N2CCCCC2)cc1
15) COc1cccc(N2CCN(CC(=O)NCc3ccccc3C)CC2)c1
16) CCOc1ccccc1C(=O)Nc1nn[nH]n1
17) COC(=O)c1c(N)c(C#N)c2n1CCCCC2
18) COc1cccc(/C=N/NC(=O)CCCC(=O)Nc2ccc(Br)cc2)c1
19) CC1(C)Cc2c(sc3ncn4nc(CCC(=O)O)c(=O)nc4c23)CO1
20) O=C1N[C@@H](c2ccccc2)COC(=O)[C@H](Cc2ccc(F)cc2)CC/C=C/C[C@H]1CC(=O)N(CCO)Cc1ccccc1
assay / entry	11	12	13	14	15	16	17	18	19	20
ADAM10 inh	3.6	-1.8	-0.1	9.6	-3.3	-9.8	2.9	10.3	-75.3	4.1
DAX1 inh-1	-0.2	3.3	0.3	-0.6	-0.6	1.0	-0.9	-0.1	-0.6	0.3
DAX1 inh-2	0.3	0.7	-0.3	-0.7	.	0.3	1.4	-1.5	-1.1	-2.1
ssDAF12 agonist	-1.2	-1.0	-1.3	-1.6	-1.3	-0.9	-1.2	-0.9	-0.8	-0.3
FXN GAA850 act	1.2	0.4	-0.4	-2.5	.	2.6	-0.6	-1.4	0.0	-5.0
HGIII-sPLA2 inh	13.9	-4.9	1.6	-14.1	9.1	-1.6	0.7	-11.3	6.3	-6.7
PLC-gamma1 inh	1.8	1.5	-1.7	1.8	-0.7	-3.2	-1.9	0.8	-165.2	2.3
hcDAF12 agonist	0.1	-0.6	0.2	-4.2	0.5	-0.8	0.4	-1.8	0.3	-2.3
PLCb3 inh	-5.0	-3.3	-6.0	-2.9	-2.3	-2.7	1.0	-1.0	-201.0	2.7
ADAM17 inh	-1.5	-3.5	-1.7	1.3	0.1	-7.2	-2.7	0.9	-21.0	-1.7
hgDAF-12 ag	0.1	3.0	1.8	-2.6	-0.2	2.0	-2.5	2.0	0.2	-4.7

# 3 entries from above, arranged by the number in ADAM17 inh, lowest first:
no.	SMILES	ADAM17 inh
19	CC1(C)Cc2c(sc3ncn4nc(CCC(=O)O)c(=O)nc4c23)CO1	-21.0
13	C/C(=C\C(=O)c1ccc(C)cc1)Nc1cccc(O)c1	-1.7
15	COc1cccc(N2CCN(CC(=O)NCc3ccccc3C)CC2)c1	0.1

# Going on with the list.
21) COc1ccc(-c2cc(C(=O)Nc3cccc(C(C)=O)c3)no2)cc1
22) O=C(COC(=O)c1ccc(S(=O)(=O)N2CCCC2)cc1)Nc1cccc(Cl)c1
23) COC(=O)c1ccc(Cn2ccc3ccc(-c4ccc5ccn(Cc6ccc(C(=O)OC)cc6)c5c4)cc32)cc1
24) CCc1cc(-c2n[nH]c(C)c2Oc2ccc(C(C)C)cc2)c(O)cc1O
25) CCCS(=O)(=O)N1CCCC(C(=O)N2CCN(c3ccccn3)CC2)C1 (stereo unspecified)
26) O=C(CN1C(=O)S/C(=C\c2ccccc2)C1=O)Nc1cc([N+](=O)[O-])ccc1O
27) Cc1c(-c2ccccc2)nc2ccccc2c1C(=O)Nc1ccncc1
28) Cc1cc(-c2nc(C)c(C(=O)NNC(=O)NC(C)C)s2)no1
29) O=C(COC(=O)CCc1nc2ccccc2n1-c1ccccc1)Nc1ccc(N2CCCCC2)cc1
30) O=C(NCCCN1CCCC1=O)c1cc(=O)c2ccccc2o1
assay / entry	21	22	23	24	25	26	27	28	29	30
ADAM10 inh	5.5	3.5	-19.8	-33.0	-19.0	4.1	6.1	4.4	-0.5	9.9
DAX1 inh-1	-0.5	-1.0	-1.3	-0.2	-0.2	-0.2	-0.7	0.8	-0.3	-0.3
DAX1 inh-2	2.8	-0.3	.	0.5	2.2	4.1	0.2	3.5	0.3	0.6
ssDAF12 agonist	-0.1	-0.7	-0.7	-1.0	-1.6	-1.1	-1.1	-1.8	-1.1	-1.5
FXN GAA850 act	4.3	2.1	.	-0.2	0.3	0.6	-1.0	1.3	1.8	0.8
HGIII-sPLA2 inh	3.4	-7.3	5.0	-6.2	0.5	-23.2	-14.8	6.6	-4.9	6.7
PLC-gamma1 inh	3.3	-0.2	-78.2	-14.2	-1.5	1.4	1.6	-2.2	-1.3	-1.5
hcDAF12 agonist	-0.9	-0.5	-0.6	0.2	2.2	-1.7	-0.2	-0.8	-0.5	0.1
PLCb3 inh	5.9	0.1	-105.2	-19.5	-2.4	0.1	-6.0	-13.2	2.7	-0.7
ADAM17 inh	-0.5	-4.7	-6.6	-3.8	-5.2	3.0	-1.8	2.4	-1.6	0.4
hgDAF-12 ag	1.3	1.0	0.5	0.0	1.6	-1.7	2.1	2.1	4.8	-0.2

31) Cc1cccc2c(CC(=O)Nc3ccccc3)noc12
32) CCCOc1ccc(-c2nnc(-c3cccs3)o2)cc1
33) CCOc1cc(C2NC(=O)CCC2[N+](=O)[O-])cc(Br)c1OC (stereo unspecified)
34) COc1cc(/C=N/NC(=O)CCC(=O)Nc2ccc(C)cc2)ccc1O
35) Fc1ccccc1CSc1ncnc2c1oc1ccccc12
36) CC(=O)c1c(COC(=O)c2cccc(C)c2)nc2ccccc2[n+]1[O-]
37) C=CCn1c(SCC(=O)N2CCc3ccccc3C2)nc2ccccc2c1=O
38) CCOc1ccc(CN(C)C(=O)CCNC(=O)c2ccco2)cc1
39) Cc1nn(CC(C)C)c(Cl)c1C(=O)N(c1ccc(Cl)cc1F)S(C)(=O)=O
40) Cc1[nH]c2ccccc2c1C(=O)C(C)OC(=O)c1ccc(NC(=O)CC#N)cc1 (stereo unspecified)
41) COc1ccc(CC(=O)Nc2ccc(S(=O)(=O)Nc3nccc(C)n3)cc2)cc1
assay / entry	31	32	33	34	35	36	37	38	39	40	41
ADAM10 inh	1.4	-28.9	-2.9	-17.1	-1.4	-1.1	4.7	-11.5	-4.8	9.3	2.4
DAX1 inh-1	1.0	2.1	0.1	-0.3	0.2	0.1	-0.3	-0.7	-0.9	-0.8	0.5
DAX1 inh-2	1.0	2.0	0.7	-1.6	-0.6	-1.9	-1.5	0.1	0.8	-2.2	-1.2
ssDAF12 agonist	-1.4	0.1	-0.8	-1.3	-1.2	-1.6	-1.2	-0.4	-1.1	-1.1	-1.1
FXN GAA850 act	0.7	3.7	1.4	2.6	0.2	0.5	1.2	0.0	1.7	0.2	2.7
HGIII-sPLA2 inh	2.2	-0.3	5.8	-3.5	7.7	-5.6	0.2	3.3	-1.2	-70.4	-7.5
PLC-gamma1 inh	3.1	-3.5	0.1	2.8	-1.5	-2.8	-1.3	3.6	-2.5	-7.2	5.1
hcDAF12 agonist	-1.8	4.4	-1.9	-0.9	1.4	1.2	-1.7	-0.6	-1.8	0.0	-0.9
PLCb3 inh	3.3	-2.5	-7.3	1.6	-1.4	-8.9	-37.0	-3.6	-5.9	-19.8	-5.7
ADAM17 inh	-0.8	-5.8	-3.9	-7.4	-1.2	-0.3	-2.8	-2.1	-3.1	3.3	-2.6
hgDAF-12 ag	1.8	10.5*	-0.9	1.4	-1.4	-2.4	2.3	-0.3	-3.9	-1.4	-2.9
